Assay outcomes as filed in PubChem BioAssay.
TAG inh – triacylglycerol accumulation inhibition | H9c2 cells, Nile Red lipid (TAG) fluorescence; cells loaded with 200 µM oleic acid | 230,000 compounds, 0.66% hits | inhibition, % at 12.5 µM | AID 651582;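 active = pattern-corrected inhibition of lipid staining of at least 50% with the nuclear-stain viability signal not falling by more than 50%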;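 also: 0% = DMSO wells and 100% = triacsin C control wells; some results filed as inactive read as strong as hits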
TAG inh DAPI viability – also measured in TAG inh; calls as there; DAPI nuclei signal change (viability), lower = more cytotoxic, %;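 whole-well DAPI fluorescence read on a plate reader as a viability signal; minus 50 percent equals half of cells still viable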
Active calls of the source: *. The list is partial. The share of hits here may be higher or lower than overall.

cpd	Structure	TAG inh	TAG inh DAPI viability
1	Cc1nc(CNC(=O)C2CCC(=O)N(CCc3ccc(Cl)cc3)C2)sc1C (stereo not given)	0	-2
2	CC(=O)c1ccc(N2C(=O)[C@@H]3C(C(=O)CCN4C(=O)c5ccccc5C4=O)=NN[C@@H]3C2=O)cc1	-7	7
3	O=C(NCc1cccnc1)Nc1ccccc1C(F)(F)F	15	-5
4	COc1ccc(-c2nnc(SCc3cccnc3)o2)cc1	-12	6
5	CC1(C)CC(=O)C(C(C2=C(O)CC(C)(C)CC2=O)c2ccc(O)c([N+](=O)[O-])c2)=C(O)C1	6	-1
6	COc1ccc2c(c1)OC[C@H]1[C@H]2N2C(=O)CN(Cc3ccc(Cl)cc3)C(=O)[C@@]2(C)[C@H]1c1ccccc1	46	-28
7	COc1ccccc1S(=O)(=O)Nc1ccc(S(=O)(=O)Nc2nccs2)cc1	-6	-5
8	Cn1nccc1C(=O)N(CCN1CCCCC1)CC1CCCN(C2CCCC2)C1 (stereo not given)	0	0
9	Cc1nc2ccccc2c2oc(C(=O)Nc3ccc(C(C)C)cc3)cc12	-11	10
10	O=C(CCCc1cccs1)Nc1nc(-c2ccc(F)cc2)cs1	-15	0
11	Cn1c(Sc2ccc([N+](=O)[O-])cc2C(F)(F)F)nnc1-c1ccccc1	0	8
12	O=C(NCCN1CCOCC1)c1ccncc1	14	-17
13	CCc1nc2ccc(C(=O)NCCCN3CCCC3=O)cn2c1N(C)C(=O)COc1ccccc1	0	-6
14	CC(=O)Nc1ccc(CCNC(=O)c2ccc3ccccc3c2O)cc1	8	13
15	O=C(CSc1nnc(COc2ccc(Cl)cc2Cl)o1)Nc1ccccn1	-17	2
16	CC(C)(C)OC(=O)NCCC(=O)Oc1ccc2ccc(=O)oc2c1	-1	7
17	CCN(CC)C(=O)Oc1nnc(SC(C)C)n1-c1ccc(Cl)c(Cl)c1	-13	-19
18	Cc1ccc[n+](-c2nc([O-])sc2C=O)c1	1	-2
19	COc1ccccc1NC(=O)Cn1nc(-c2ccc3c(c2)OCCO3)ccc1=O	-2	-12
20	COCCn1c(CN2CCc3ccccc3C2)nc2c1c(=O)n(C)c(=O)n2C	-13	-5
21	Cc1ccc(F)c(NC(=O)/C(C#N)=C(\O)c2ccc(C(C)(C)C)cc2)c1	11	-11
22	CCN(CC(=O)Nc1c(F)cccc1F)C(=O)C1CC1	-6	-4
23	COC1=Nc2ccccc2/C=C\c2ccccc21	-15	0
24	COc1cccc(CNC(=O)Cn2ncn3cccc3c2=O)c1OC	-1	7
25	CCN(CC)C(=O)c1nc[nH]c1C(=O)N(C)Cc1ccccc1	-10	0
26	CCOc1ccccc1-c1nnc(SCC(=O)Nc2ccccc2)o1	7	-5
27	CN(Cc1nc(-c2ccccn2)no1)S(=O)(=O)c1ccc(Br)cc1	-22	4
28	O=C1c2ccc([N+](=O)[O-])cc2C(=O)N1c1ccc([N+](=O)[O-])cn1	16	-11
29	O=C(CSCc1c(Cl)cccc1Cl)Nc1cccnc1	-10	4
30	O=C(O)CCC(=O)NC1CCCCCCC1	7	-6
31	Cc1cc(C)n2c(SCCO)nnc2n1	1	-3
32	CC1CCCCC1NC(=O)c1cccc(NC2=NC3CS(=O)(=O)CC3S2)c1 (stereo not given)	1	9
33	COc1ccc(C(=O)NCC2OCCc3ccccc32)c(O)c1 (stereo not given)	15	-3
34	O=C(CSc1nnc(-c2cc(-c3cccs3)nc3ccccc23)o1)NC1CCCCC1	1	11
35	O=C(Nc1ccc(Cl)cn1)c1ccc(COc2ccccc2Br)o1	11	-8
36	CCOC(=O)C1=c2/c(=C/c3ccncc3)c(N)c(C(=O)OC)n2C(=O)C(c2ccncc2)S1 (stereo not given)	0	5
37	Cc1nn(C)c(C)c1NS(=O)(=O)c1ccccc1Cl	-2	-4
38	O=C(CSCc1cnn(-c2ccccc2)c1-n1cccc1)NCc1cccs1	-12	-2
39	CCCC1=C(C(=O)OCC)C(c2ccc(O)cc2)n2ncnc2N1 (stereo not given)	-13	3
40	COc1ccc([N+](=O)[O-])cc1NC(=O)C(C)OC(=O)C1CC(=O)N(Cc2ccco2)C1 (stereo not given)	-11	2
41	Cc1ccc(C)c(N2CCN(C(=O)c3cccn4c(=O)c5sccc5nc34)CC2)c1	-20	10
42	CC1CC(C)CN(CC(=O)Nc2ccc(S(N)(=O)=O)cc2)C1 (stereo not given)	1	2
43	CCOC(=O)c1cnc(SCC(=O)OCC(=O)N(CC)C2CCS(=O)(=O)C2)nc1N (stereo not given)	4	1
44	Cc1ccc(S(=O)(=O)N2CCOCC2)cc1NC(=O)COC(=O)Cn1c(C)csc1=O	10	-5
45	COc1ccc(C=C2CS(=O)(=O)CC(=Cc3ccc(OC)cc3)C2=O)cc1	14	-13
46	Cc1ccc[n+](CC(=O)c2ccc(Br)cc2)c1	-12	-3
47	CCc1ccc(-c2csc3ncn(CC(=O)N4CCOCC4)c(=O)c23)cc1	15	5
48	Cc1ccc(C(=O)N(CC(=O)NC2CCCC2)c2ccc3c(c2)OCCO3)s1	-22	-8
49	Cc1cc(NS(=O)(=O)c2ccc(NC(=O)C(C)N3C(=O)c4ccccc4C3=O)cc2)nc(C)n1 (stereo not given)	7	-2
50	C[C@]12c3[nH]c4ccccc4c3CCN1C(=O)C(CC(=O)NCCN1CCOCC1)C[C@@H]2C(=O)N1CCOCC1 (stereo not given in full)	2	11

(list continues)
cpd	Structure	TAG inh	TAG inh DAPI viability
51	O=[N+]([O-])c1ccc(-c2c(-c3ccccc3)ncc3ccc(F)cc23)cc1	-13	7
52	COCCSc1nnc(NS(=O)(=O)c2ccc(F)cc2)s1	0	-2
53	CN(C)S(=O)(=O)c1cccc(C(=O)C2=C3SC=C(c4ccccc4)N3CC2)c1	-1	0
54	CC(C)(C)c1ccc(/C=C2/SC(N3CCCC3)=NC2=O)cc1	23	-2
55	Cc1cccc(C)c1OCC(=O)N(Cc1cccs1)C1CCS(=O)(=O)C1 (stereo not given)	-2	-1
56	COc1ccc(/C=N\N2CCN(Cc3ccccc3Cl)CC2)cc1	-7	5
57	O=c1c2c(nc3nc(SCc4ccccc4)[nH]n13)CCC2	-1	-8
58	Cc1cnc(NC(=O)C2CC(=O)N(c3cccc(Cl)c3)C2)s1 (stereo not given)	75	-56
59	CN(C)S(=O)(=O)c1ccc(C(=O)Nc2ccc(OCC(=O)N3CCOCC3)cc2)cc1	7	-9
60	CS(=O)(=O)N(CC(=O)Nc1cccc([N+](=O)[O-])c1)c1ccccc1F	4	-11
61	CCOc1ccc(N=C2NC(=O)C(CC(=O)Nc3ccc(OC)cc3)S2)cc1 (stereo not given)	0	-9
62	CC(C)C(NS(=O)(=O)c1ccc(Br)s1)C(=O)O (stereo not given)	13	-15
63	Cc1ccc2nc(N3CCOCC3)c(C=O)c(=O)n2c1	0	6
64	O=C(c1ccc(N2CCCCC2)c([N+](=O)[O-])c1)N1CCN(c2ccccn2)CC1	3	-1
65	C[C@@H]1COC(=O)[C@H](CC(=O)OC(C)(C)C)C/C=C\C[C@@H](CC(=O)N(CCO)Cc2ccccc2)C(=O)N1	32	-30
66	CC(C)NC(=O)C1(C)CCN1C(=O)C/C=C/c1ccccc1 (stereo not given)	4	-1
67	O=S(=O)(Nc1ccc(-n2cnnn2)cc1)c1ccc(Cl)s1	-2	-3
68	CC(C)CC(=O)NC(=S)Nc1cccc(NC(=O)c2ccccc2Cl)c1	3	-7
69	C=CCNc1nc(S(=O)Cc2ccc(C)cc2)nc2c1CCCC2 (stereo not given)	21	-16
70	COC(=O)Cc1c(C(=O)OC)nnn1-c1ccc(OC(F)(F)F)cc1	-11	8
71	COCCN(C(=O)CSc1n[nH]c(-c2ccccc2)n1)c1c(N)n(CC(C)C)c(=O)[nH]c1=O	-5	-5
72	CCN(CCCNC(=O)CCC(=O)N1CCOc2ccccc21)Cc1ccccc1	-9	15
73	CC1(C(=O)NS(=O)(=O)C2CC2)CCCN(C(=O)c2cccs2)C1 (stereo not given)	-7	7
74	C=CCC1(O)C(=O)N2C(=C1C(=O)OCC)c1ccc3ccccc3c1CC2(C)C (stereo not given)	4	-11
75	O=C(c1ccc(C(F)(F)F)cc1)C1CCCN(C(=O)CN2C(=O)CSC2=O)C1 (stereo not given)	13	-4
76	CCOC(=O)Cn1c(-c2ccccc2)ccc(C#N)c1=O	6	-4
77	CCS(=O)(=O)c1cc([N+](=O)[O-])c(Sc2ccccc2NC(C)=O)s1	8	-17
78	CCN1CCN(C(C(=O)NC2CCCCC2)c2ccc(Cl)cc2)CC1 (stereo not given)	22	1
79	CN(C)CCCN(C(=O)c1ccc(S(=O)(=O)N2CCc3ccccc32)cc1)c1nc2ccc(F)cc2s1	-10	11
80	CN(C(=O)c1ccc(NC(=O)Cc2cccc(NC(=O)C3CCCN(C(=O)C4CC4)C3)c2)cc1)C1CC1 (stereo not given)	19	-1
81	CCN(CC(=O)NCc1cccs1)C(=O)COc1ccc(C(C)=O)cc1	5	-6
82	CSc1cccc(NC(=O)CCc2ccccc2)c1	-9	-4
83	Cc1ccc(OCc2nnc(SCC(=O)c3cccs3)n2-c2ccccc2)cc1C	-32	0
84	CCOc1ccc(NC(=S)N2c3ccccc3CC2C)cc1 (stereo not given)	3	-8
85	NC(=O)CC(NC(=O)c1cccc(Br)c1)c1ccc(N2CCN(c3ccccn3)CC2)c([N+](=O)[O-])c1 (stereo not given)	-9	-2
86	CC(C)CNS(=O)(=O)c1ccc(CCC(=O)N2CCN(c3ccc(F)cc3)CC2)cc1	-9	-5
87	COc1ccc(C2C3=C(CC(C)(C)CC3=O)Nc3c2c(=O)[nH]c(=O)n3Cc2ccccc2)cc1 (stereo not given)	1	5
88	N#C/C(=C\c1ccc2c(c1)OCO2)C(=O)NCc1ccco1	-18	-18
89	CCc1nnc(NC(=O)CN2C(=O)NC3(CCCC3)C2=O)s1	-4	-8
90	COc1ccc(CNC(=O)c2sc(=O)n(Cc3ccccc3OC)c2C)cc1	11	4

Entries of single compounds, quoted from the list. Order of screens: TAG inh	TAG inh DAPI viability
CCc1nnc(NC(=O)CN2C(=O)NC3(CCCC3)C2=O)s1 across the screens: -4	-8
Cc1ccc(OCc2nnc(SCC(=O)c3cccs3)n2-c2ccccc2)cc1C across the screens: -32	0
CCN(CC(=O)NCc1cccs1)C(=O)COc1ccc(C(C)=O)cc1 across the screens: 5	-6
NC(=O)CC(NC(=O)c1cccc(Br)c1)c1ccc(N2CCN(c3ccccn3)CC2)c([N+](=O)[O-])c1 (stereo not given) across the screens: -9	-2

Remaining list, next part:
cpd	Structure	TAG inh	TAG inh DAPI viability
91	CCOc1cc(/C=C2\N=C(SC)SC2=O)cc([N+](=O)[O-])c1OC(C)=O	-8	1
92	O=C1CCC2S/C(=C/Nc3ccc(C(F)(F)F)cc3)C(=O)N12 (stereo not given)	-3	-4
93	CN(C(=O)c1ccc(Br)o1)C1CCCCC1	8	-6
94	CC(=O)c1ccc(N2CCN(C(=O)c3cc(S(=O)(=O)N4CCOCC4)ccc3C)CC2)cc1	0	3
95	COC1C=COC2(C)Oc3c(C)c(O)c4c(O)c(c(CN5CCN(C)CC5)c(O)c4c3C2=O)NC(=O)C(C)=CC=CC(C)C(O)C(C)C(O)C(C)C(OC(C)=O)C1C (stereo not given)	-2	17
96	Cc1ccc(C)c(NC(=O)CSc2nc3nc(-c4cccs4)cc(C(F)(F)F)c3c(=O)[nH]2)c1	-5	8
97	COC(=O)[C@@H](NC(=O)N1CCN(c2cccc(C(F)(F)F)c2)CC1)C(C)C	0	-3
98	Cc1ccccc1C(=O)N1CCN(S(=O)(=O)c2cccs2)CC1	-15	-1
99	Cc1ccc(C)c(NC(=O)C(OC(=O)c2ccc(NC(=O)CC#N)cc2)c2ccccc2)c1 (stereo not given)	4	0
100	COc1ccc(-c2cnnc(N/N=C/c3ccc(-c4ccc([N+](=O)[O-])cc4)o3)n2)cc1	63*	-25*
101	COC(=O)c1ccccc1-c1ccc(C=O)o1	6	0
102	Cc1cc(C)n(-c2cc(N3CCOCC3)ncn2)n1	0	2
103	COc1ccc(C#Cc2ccc3c(c2)O[C@H](CN(C)C(C)=O)[C@H](C)CN([C@@H](C)CO)S3(=O)=O)cc1	18	-1
104	COc1ccc(C(=O)NCC(c2ccco2)N2CCOCC2)cc1 (stereo not given)	14	-3
105	CCOC(=O)CSc1nc2cc(C(F)(F)F)cnc2n1C	1	-2
106	Cc1ccc(CNC(=O)[C@@H]2CCC(=O)N2Cc2ccco2)cc1	-2	-9
107	COc1cc(C(=O)NCCOc2ccccc2)c(Br)c(OC)c1OC	-17	14
108	CC(C)(C)NC(=O)CN(Cc1cccs1)C(=O)CNS(=O)(=O)c1ccc(F)cc1	16	-3
109	CCn1c(N2CCC(Cc3ccccc3)CC2)nc2c1c(=O)[nH]c(=O)n2C	-82	5
110	Cc1ccc2c(c1)nnn2C1CCN(S(=O)(=O)c2ccc(C(=O)N(C)C)cc2)CC1	18	-5

Four of the compounds above, field by field:
104	COc1ccc(C(=O)NCC(c2ccco2)N2CCOCC2)cc1 (stereo not given)
  TAG inh = 14	TAG inh DAPI viability = -3
105	CCOC(=O)CSc1nc2cc(C(F)(F)F)cnc2n1C
  TAG inh = 1	TAG inh DAPI viability = -2
106	Cc1ccc(CNC(=O)[C@@H]2CCC(=O)N2Cc2ccco2)cc1
  TAG inh = -2	TAG inh DAPI viability = -9
107	COc1cc(C(=O)NCCOc2ccccc2)c(Br)c(OC)c1OC
  TAG inh = -17	TAG inh DAPI viability = 14

The listing continues.
cpd	Structure	TAG inh	TAG inh DAPI viability
111	O=C(Nc1ccc(Br)cn1)c1cccc2ccccc12	47	-32
112	Cc1ccccc1C1c2[nH]c3ccccc3c2CCN1Cc1cccn1-c1ncccn1 (stereo not given)	19	-9
113	O=C(c1ccc(C(F)(F)F)cc1)N1CCCCC1	-5	8
114	CC1CCN(C(=O)c2ccc(NS(=O)(=O)c3cccc4cccnc34)cc2)CC1	11	-3
115	CN(CCOc1ccc(Cl)cc1)C(=O)CN1C(=O)NC2(CCCC2)C1=O	14	2
